# BRCA1 expr act: activators of BRCA1 expression; MCF7-BRCA1-FFLuc reporter, luminescence, 48 h; response scale: scaled: vehicle 0%, 10 µM genistein 100%; Potency, µM (titrated, usually from 46.1 µM), for the others: at the top dose activation, most hits filed as activators; actives 1.1% (n = 380,000); note: potency is the fitted concentration of half-maximal effect; nearly all actives have a fitted effect of over 80% in size; some results filed as inactive show a strong effect at the top dose
#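 Luminescence from a BRCA1-driven firefly luciferase in MCF7 cells was read after 48 h compound exposure at 37 C. Data normalized against DMSO and a 10microM genistein activation control, then curve-fitted across the titration.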
# TRPV1 agonist: agonists of human vanilloid receptor 1 (TRPV1); Q8NER1; TRPV1-expressing cells, Fluo-8 calcium influx, agonist mode; activation, % at 8.33 µM; actives 0.19% (n = 320,000); AID 540275; in the data active = activation above about 80%; inconclusive = between about 30% and that limit; note: 0% is about no effect
#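 Fluo-8 calcium influx in TRPV1-expressing cells, kinetic read (ex 480/em 520 nm). Compound added and read 3 min for agonist activity, followed by capsaicin at EC20 final and 2 min further read for enhancement.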
# p53 reactivation: mutant p53 re-activation in reporter cells | H1299 p53-A138V BP100-luciferase reporter, luminescence, 24 h | Potency, µM (top dose mostly 92.2 µM), for the others: at the top dose activity change, positive = activation, most hits filed as activators | actives 0.063% (n = 320,000) | AID 504706; note: potency is the fitted concentration of half-maximal effect; % of control where 0% means no effect; nearly all actives have a fitted effect of over 45% in size
#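 p53-null H1299 cells stably carrying temperature-sensitive p53-A138V and a BP100-luciferase reporter were pinned with compounds (4-point, 1:5 series) and held 24 hrs at 37 deg C. Luminescence was read 10 min after detection reagent.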
# ASM inhibitor: inhibitors of human secretory acid sphingomyelinase. P17405. placental ASM, HMU-PC fluorogenic substrate, 60 min. Potency, µM (top dose mostly 57.5 µM), without a hit: top-dose activity change, negative = inhibition, hits mostly inhibitors. actives 0.006% (n = 340,000); note: potency is the fitted concentration of half-maximal effect
# Target sequence (P17405 47-631 limits assumed): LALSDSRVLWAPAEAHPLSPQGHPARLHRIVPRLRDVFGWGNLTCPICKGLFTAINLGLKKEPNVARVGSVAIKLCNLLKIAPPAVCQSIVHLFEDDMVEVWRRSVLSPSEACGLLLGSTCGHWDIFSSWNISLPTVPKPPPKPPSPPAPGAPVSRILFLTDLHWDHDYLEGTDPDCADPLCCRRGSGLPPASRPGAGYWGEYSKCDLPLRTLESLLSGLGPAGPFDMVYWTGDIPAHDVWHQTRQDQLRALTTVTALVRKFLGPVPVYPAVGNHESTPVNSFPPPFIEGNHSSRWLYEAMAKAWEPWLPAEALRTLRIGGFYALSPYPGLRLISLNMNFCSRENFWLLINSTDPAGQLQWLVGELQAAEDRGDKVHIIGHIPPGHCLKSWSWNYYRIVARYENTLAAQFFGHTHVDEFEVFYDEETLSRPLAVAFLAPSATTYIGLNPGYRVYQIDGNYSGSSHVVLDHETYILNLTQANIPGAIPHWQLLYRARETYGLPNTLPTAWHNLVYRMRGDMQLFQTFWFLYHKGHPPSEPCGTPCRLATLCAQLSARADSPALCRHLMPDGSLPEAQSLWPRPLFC
#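 qHTS format. ASM enzyme prepared from human placenta hydrolyses the fluorogenic substrate HMU-PC0 (9 uM final) over 60 min at 37 °C after a 10 min compound preincubation.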
# TSG101-PTAP inh: blocks PTAP/TSG101 interaction to inhibit HIV-1 budding; Q99816; AID 493005; 340,000 tested, under 10 active; Potency, µM (titrated, usually from 115 µM), for inactives: at the top dose activity change, negative = inhibition, hits mostly inhibitors; Fluorescence polarization, FITC-PTAP peptide / Tsg101 binding; active = well fitted inhibition curve with a large enough effect in the main read-out, with a control signal flat, not every such curve was filed as active; inconclusive = small, poorly fitted or top-dose-only effect, or effect the other way, or a change in a side signal; inactive = no such curve, though single readings can be large or run the other way; note: potency is the fitted concentration of half-maximal effect; % of control where 0% means no effect
# Target sequence (Q99816 whole entry, looked up): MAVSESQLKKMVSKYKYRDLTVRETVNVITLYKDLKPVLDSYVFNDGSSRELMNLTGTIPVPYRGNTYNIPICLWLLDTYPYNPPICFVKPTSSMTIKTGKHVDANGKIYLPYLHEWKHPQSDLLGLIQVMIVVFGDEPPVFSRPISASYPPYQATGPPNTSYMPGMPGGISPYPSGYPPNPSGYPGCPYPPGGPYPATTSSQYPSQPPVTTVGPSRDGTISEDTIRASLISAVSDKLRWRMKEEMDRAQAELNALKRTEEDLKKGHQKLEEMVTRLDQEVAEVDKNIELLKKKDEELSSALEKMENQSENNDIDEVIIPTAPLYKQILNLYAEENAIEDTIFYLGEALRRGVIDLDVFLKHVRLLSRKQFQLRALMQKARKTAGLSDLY
#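 Fluorescence polarization binding of Tsg101 binding domain (10 uM final) to FITC-labeled PTAP peptide (50 nM final) in HEPES pH 7.5 buffer with NaCl, Tween 20, EDTA, TCEP. Compounds added before peptide; binding 20 min at RT.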
# uPA generation: cell surface uPA generation inhibition. cell surface uPA generation assay, qHTS. Potency, µM (top dose mostly 38.3 µM), inactives show at the highest dose activity change, negative = inhibition, usual class: inhibitors. actives 0.31% (n = 330,000); active = well fitted inhibition curve with a large enough effect; inconclusive = small, poorly fitted or top-dose-only effect; inactive = no such curve, though single readings can be large or run the other way; tested in mouse RAW 264.7 cells; note: potency is the fitted concentration of half-maximal effect; % is set by controls: 0 for no effect and ±100 for the full control effect; nearly all actives have a fitted effect of over 55% in size
# B2AR arrestin: recruits beta-arrestin to the human beta2-adrenergic receptor. beta-arrestin recruitment to beta2AR, cell-based reporter. Potency, µM (highest dose often 46.1 µM), for inactives: at the top dose activation, actives largely listed as activators. actives 0.02% (n = 330,000);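 note: potency is the fitted concentration of half-maximal effect; 0% = DMSO controls and full agonism = EC100 isoproterenol or metaproterenol; nearly all actives have a fitted effect of over 65% in size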
# USP2a inh: blocks human ubiquitin-specific protease USP2a; USP2 core, Ub-CHOP2 coupled fluorogenic reporter, 485/531; Potency, µM (series often up to 38.3 µM), inactives show top-dose activity change, negative = inhibition, hits mostly inhibitors; actives 0.01% (n = 330,000); AID 463254;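 note: potency is the fitted concentration of half-maximal effect; plate controls were DMSO wells for no effect and full inhibition by NEM control for full effect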
#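 Cell-free coupled assay: 10nM USP2 core preincubated 30min RT with compound in Tris-HCl pH 8.0/CaCl2/CHAPS buffer, then 25nM Ub-CHOP2 and 25nM reporter substrate; fluorescence (Ex 485/Em 531) read after 60min RT, normalized to NEM inhibition, concentration-response curves fitted.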
# ELG1 genotox: inducers of genotoxicity in HEK293T ELG1-luciferase cells. HEK293T ELG1-luciferase reporter, luminescence, 16 h. Potency, µM (highest dose often 46 µM), inactives show at the highest dose activity change, positive = activation, actives largely listed as activators. actives 1.3% (n = 330,000); note: potency is the fitted concentration of half-maximal effect; % of control where 0% means no effect; nearly all actives have a fitted effect of over 60% in size
#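 HEK293T cells expressing luciferase-tagged ELG1 were exposed to compound or DMSO vehicle for 16 hr at 37 °C and 5% CO2. Luciferase activity was then measured with ONE-Glo after 30 min at room temperature.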
# Eya2 phos inh: blocks the phosphatase activity of human Eya2; O00167; recombinant Eya2, OMFP fluorescence dephosphorylation (OMFP is methylfluorescein phosphate); Potency, µM (series often up to 76.9 µM), without a hit: at the highest dose activity, negative = inhibition, actives largely listed as inhibitors; actives 0.006% (n = 330,000); AID 488837; note: potency is the fitted concentration of half-maximal effect; % is set by controls: 0 for no effect and ±100 for the full control effect
#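 Eya2 protein (added as 0.2 uM solution) was preincubated with compound for 10 min at ambient temperature in 50 mM HEPES pH 7.5, 50 mM NaCl, 5 uM MgCl2, 0.05% BSA, 1 mM DTT. OMFP (added at 50 uM) then reacted 10 min; fluorescence read at 485/525 nm.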
# Integrin act MD: activates integrin-mediated alleviation for muscular dystrophy; alpha7betagal myoblasts, beta-gal FDG fluorescence, 48 h; Potency, µM (series often up to 38.3 µM), inactives show top-dose activation, hits mostly activators; actives 0.064% (n = 350,000); AID 624291;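 note: potency is the fitted concentration of half-maximal effect; 100% = response of the positive control SU9516; nearly all actives have a fitted effect of over 60% in size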
#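 Alpha7betagal+/- myoblasts (passage 13) were plated 16-24 hr, then exposed to compounds (1:260 dilution of DMSO stock) for 48 hours at 37C. After MPER lysis, β-galactosidase reporter activity was read as FDG fluorescence (ex 480/em 540) after 30 minutes.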
# * = called active by the depositor; ? = inconclusive; . = no result given; [ ] = remark or other dose. Unless noted, calls come from the whole dose curve; as a rule, active = well fitted curve in the direction sought with a large enough effect; inconclusive = small, poorly fitted or top-dose-only effect, or another doubt; inactive = no such curve, though single readings can be large; an effect the other way counts as inactive or inconclusive.
SMILES,BRCA1 expr act,TRPV1 agonist,p53 reactivation,ASM inhibitor,TSG101-PTAP inh,uPA generation,B2AR arrestin,USP2a inh,ELG1 genotox,Eya2 phos inh,Integrin act MD
O=C(CSc1nnnn1-c1ccc(Cl)cc1)N1CCNC1=O,62%,.,16%,2%,0%,1%,0.0%,2%,-1%,1%,-6%
CCOC(=O)c1nn(-c2ccc(F)cc2)c2nc(-c3ccccc3)c(C#N)c(=O)n12,-19%,-4,-3%,24%,-4%,0%,-0.8%,0%,1%,4%,-22%
Cc1c(O)ccc(NC(=O)/C=C/c2ccccc2)c1C,25%,?,13%,-5%,-1%,3%,-0.3%,4%,0%,-9%,19%
COCCCNC(=O)C12CCC(C)(C(=O)C1)C2(C)C (stereo unspecified),0%,0,0%,3%,-4%,5%,-0.1%,1%,1%,-24%,6%
O=C(NCCCN1CCCC1=O)c1ccc2c(c1)NC(=O)C(N1CCOCC1)S2 (stereo unspecified),2%,-3,2%,-2%,-3%,0%,-0.5%,-7%,0%,2%,19%
COc1ccc(NC(=O)Cn2c(C)cc(=O)c3ccccc32)cc1,-43%,-3,-1%,-1%,-1%,-21%,-1.9%,2%,5%,-16%,-24%
Cc1nc2ccccn2c1C(=O)NCCCN1CCOCC1,36%,-1,-11%,0%,-8%,2%,-0.5%,-1%,0%,-22%,2%
COc1ccc(-c2cc(C)no2)cc1S(=O)(=O)Nc1ccc(NC(C)=O)cc1,-22%,-1,-1%,2%,5%,2%,0.5%,1%,5%,6%,10%
Cn1nnnc1SCC(=O)Nc1ccc(Oc2ccccc2)cc1,10%,4,6%,-2%,-4%,-4%,-0.2%,0%,-2%,8%,2%
COc1ccc(N2C(=O)N3[C@H](c4ccc(Cl)cc4)[C@@H]4C(=O)N(C5CCCCC5)C(=O)[C@@H]4[C@]3(C)C2=O)cc1,0%,-1,4%,-3%,5%,-11%,-0.4%,-7%,3%,17%,14%
COc1cccc(C(=O)Nc2ccc(C)cc2)c1,?,6,?,4%,-2%,.,4.7%,-3%,1.8µM*,8%,33%[7.66 µM]
O/C=c1\ccc2cccc3nc(C(F)(F)F)nc1c23,-5%,4,-3%,-4%,?,10%,0.3%,?,-11%,-11%,-111%[inhibitor]
O=C(COc1ccc2ccccc2c1)NC1=NCCS1,7%,27,25%,3%,0%,4%,0.1%,0%,8%,-21%,-14%
O=C(Nc1nnc(SCc2ccc(Cl)cc2Cl)s1)C1COc2ccccc2O1 (stereo unspecified),32%,.,1%,10%,-4%,-5%,-0.4%,1%,-1%,16%,15%
COc1ccc(CN(C(=O)c2ccco2)C2CCS(=O)(=O)C2)cc1 (stereo unspecified),-12%,1,9%,-1%,.,8%,-1.1%,2%,4%,-7%,-9%
COC(C(=O)NNS(=O)(=O)c1ccc([N+](=O)[O-])cc1)c1ccccc1 (stereo unspecified),-11%,-1,-2%,5%,0%,0%,-0.2%,3%,1%,25%,5%
CN(C)C(=O)CCc1ccc2c3c([nH]c2c1)[C@]1(C)[C@@H](C(=O)N2CCOCC2)C[C@H](CC(=O)NCc2ccco2)C(=O)N1CC3,10%,.,-1%,1%,1%,8%,-0.5%,2%,7%,7%,-3%
Cc1ccc(C(=O)NC(=S)NCc2cccnc2)cc1C,-12%,9,3%,-3%,-1%,4%,0.2%,4%,2%,22%,19%
COc1ccc(C(=O)NCc2ccc(-c3nc4ccccc4s3)cc2)cc1OC,67%,-2,?,0%,0%,-2%,0.2%,4%,16µM*,4%,21%
O=C(CSc1nnc(-c2ccncc2)s1)Nc1ccc(Cl)c(C(=O)O)c1,13%,-2,-5%,3%,-4%,4%,-0.8%,-2%,0%,6%,2%

# Some of the entries above in a different format.
mol | BRCA1 expr act | TRPV1 agonist | p53 reactivation | ASM inhibitor | TSG101-PTAP inh | uPA generation | B2AR arrestin | USP2a inh | ELG1 genotox | Eya2 phos inh | Integrin act MD
COc1ccc(-c2cc(C)no2)cc1S(=O)(=O)Nc1ccc(NC(C)=O)cc1 | -22% | -1 | -1% | 2% | 5% | 2% | 0.5% | 1% | 5% | 6% | 10%
Cn1nnnc1SCC(=O)Nc1ccc(Oc2ccccc2)cc1 | 10% | 4 | 6% | -2% | -4% | -4% | -0.2% | 0% | -2% | 8% | 2%
COc1ccc(N2C(=O)N3[C@H](c4ccc(Cl)cc4)[C@@H]4C(=O)N(C5CCCCC5)C(=O)[C@@H]4[C@]3(C)C2=O)cc1 | 0% | -1 | 4% | -3% | 5% | -11% | -0.4% | -7% | 3% | 17% | 14%
COc1cccc(C(=O)Nc2ccc(C)cc2)c1 | ? | 6 | ? | 4% | -2% | . | 4.7% | -3% | 1.8µM* | 8% | 33%[7.66 µM]
O/C=c1\ccc2cccc3nc(C(F)(F)F)nc1c23 | -5% | 4 | -3% | -4% | ? | 10% | 0.3% | ? | -11% | -11% | -111%[inhibitor]
O=C(COc1ccc2ccccc2c1)NC1=NCCS1 | 7% | 27 | 25% | 3% | 0% | 4% | 0.1% | 0% | 8% | -21% | -14%
O=C(Nc1nnc(SCc2ccc(Cl)cc2Cl)s1)C1COc2ccccc2O1 (stereo unspecified) | 32% | . | 1% | 10% | -4% | -5% | -0.4% | 1% | -1% | 16% | 15%
COc1ccc(CN(C(=O)c2ccco2)C2CCS(=O)(=O)C2)cc1 (stereo unspecified) | -12% | 1 | 9% | -1% | . | 8% | -1.1% | 2% | 4% | -7% | -9%
COC(C(=O)NNS(=O)(=O)c1ccc([N+](=O)[O-])cc1)c1ccccc1 (stereo unspecified) | -11% | -1 | -2% | 5% | 0% | 0% | -0.2% | 3% | 1% | 25% | 5%
CN(C)C(=O)CCc1ccc2c3c([nH]c2c1)[C@]1(C)[C@@H](C(=O)N2CCOCC2)C[C@H](CC(=O)NCc2ccco2)C(=O)N1CC3 | 10% | . | -1% | 1% | 1% | 8% | -0.5% | 2% | 7% | 7% | -3%

# Next part:
SMILES,BRCA1 expr act,TRPV1 agonist,p53 reactivation,ASM inhibitor,TSG101-PTAP inh,uPA generation,B2AR arrestin,USP2a inh,ELG1 genotox,Eya2 phos inh,Integrin act MD
CCOC(=O)N1CCN(C(=O)CSc2ccc(-c3ccccc3OC)nn2)CC1,-26%,-1,-3%,8%,-3%,-2%,0.0%,-1%,-12%,-3%,-12%
Cn1nnc2cc(C(=O)N3CCSCC3)ccc21,-4%,-1,0%,0%,-6%,2%,-0.2%,1%,1%,-4%,22%
CCCc1cc(=O)oc2cc(OC(C)C(=O)NCCCn3ccnc3)ccc12 (stereo unspecified),-1%,2,9%,3%,-8%,0%,0.4%,4%,-2%,-1%,-1%
Cc1nnc(SCCOC(N)=O)n1C,25%,0,11%,-2%,-2%,1%,0.2%,1%,1%,-12%,?
O=C(Nc1ccc(F)cc1F)c1csc(-c2ccccc2)n1,4%,?,7%,-1%,-2%,0%,-0.2%,3%,?,-13%,7%
O=C(Nc1cccc(Cl)c1)OCc1cn(-c2ccc(Cl)cc2)nn1,0%,6,-4%,-1%,-5%,2%,0.4%,4%,3%,7%,4%
O=C(Cc1csc(N2CCOCC2)n1)N/N=C/c1ccc(O)c(O)c1O,-18%,1,-5%,-9%,-1%,2%,-0.2%,2%,-24%,-4%,-23%
COc1ccc(-c2[nH]n(-c3ccc([N+](=O)[O-])cc3)c(=O)c2C=NCC2CCCO2)cc1 (stereo unspecified),-8%,-1,1%,-13%,0%,-7%,-0.3%,0%,2%,12%,-13%
COc1ccc(CN2CCC(=O)N([C@H](CO)Cc3ccccc3)CC2)cc1,6%,4,.,5%,-1%,16%,-0.8%,2%,3%,16%,?
CCCCc1nc2cc(C(=O)NCc3nccn3CC)ccc2o1,?,0,8%,1%,-2%,-10%,-1.1%,-8%,0%[9.26 µM],8%,-12%
O=C(O)c1cccc(S(=O)(=O)N2CCOCC2)c1,0%,3,-2%,-3%,-8%,.,-0.8%,1%,-1%,-8%,7%
O=C(Cn1ncc2c3ccccc3n(Cc3ccccc3F)c2c1=O)NCC1CCCO1 (stereo unspecified),-2%,4,4%,-2%,-5%,-2%,0.3%,1%,-8%,-17%,30%
Cn1c(N)c(C(=O)COC(=O)CC(NC(N)=O)c2ccc(Cl)cc2)c(=O)n(C)c1=O (stereo unspecified),-7%,0,5%,-6%,-1%,0%,-0.4%,3%,-1%,7%,?

# Screens: PubChem BioAssay, National Center for Advancing Translational Sciences (NCATS)
